Screening data: PubChem BioAssay, several laboratories
UTI89 phage lysis = inhibition of K1F phage lysis, E. coli UTI89, bacterial capsule biogenesis inhibitors, alamar blue (AID 488966); 340,000 tested, 0.02% active; one-dose inhibition, % at 100 µM; IC50 in µM for titrated hits; E. coli UTI89 K1F phage lysis, alamar blue, 2 h; higher % means a stronger effect;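 active = phage lysis inhibition, versus mean bacterial control, above a set limit; inconclusive = no clear call, values can overlap the other calls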;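 also: capsule biogenesis inhibitors block K1F phage lysis so surviving cells raise fluorescence; higher fluorescence means more inhibition of phage lysis; actives were called in the ten point dose series up to 300 µM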
P. falciparum M17LAP = P. falciparum M17LAP inhibitors, primary screen, biochemical, fluorogenic H-Leu-NHMec substrate, 1536-well (AID 1619). recombinant M17LAP, H-Leu-NHMec fluorogenic kinetic assay; higher % means a stronger effect. inhibition, % at 30 µM; hits with a dose series show IC50 in µM. 220,000 tested, 0.38% active;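 active = compound inhibiting the enzyme by more than half at any dose during confirmatory dose-response retesting; inconclusive = strong single-dose inhibitors picked by rank but not retested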;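 also: plate controls were full reaction with DMSO carrier for no effect and no enzyme background for full effect; strong numbers were not always called active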
TNAP activators = stimulation of alkaline phosphatase TNAP activity – biochemical, luminescent, no phosphate acceptor, uHTS, primary screen (AID 1001) | one-dose activation fold at 20 µM; EC50 in µM for titrated hits | purified TNAP, luminescent activation assay, no phosphate acceptor; higher activation fold means a stronger effect | 200,000 tested, 0.03% active; in the data active = activation fold from about 3, or a potency from the dose series; inactive = the rest, 99 in 100 with activation fold below about 1.6; also: many of its hits are not listed in these tables
PMI inhibition = human PMI inhibitors, high substrate, primary screen, biochemical, fluorescence intensity, high mannose 6-phosphate (AID 1220) | 190,000 tested, 0.66% active | recombinant PMI enzyme, coupled fluorescence intensity; higher % means a stronger effect | inhibition, % at 20 µM; hits with a dose series show IC50 in µM
M1AAP inhibition = malaria alanyl aminopeptidase activity blockers – biochemical, fluorogenic H-Leu-NHMec substrate, 1536-well (AID 1445); inhibition, % at 30 µM; hits with a dose series show IC50 in µM; recombinant M1AAP, H-Leu-NHMec fluorogenic kinetic assay; higher % means a stronger effect; 220,000 tested, 0.42% active;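 active = primary inhibition above the hit cutoff, then over 50% inhibition at one or more dose response concentrations, cut at about 23% in these data, passing the limit was not always enough; inconclusive = conflicting primary data, or primary hits not chosen for dose response; inactive = low primary inhibition, or under 50% at every dose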;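 also: plate controls were DMSO full reaction for no effect and no enzyme background for full effect; strong numbers were not always called active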
PMI inhibitors = MPI enzyme activity inhibition – biochemical, fluorescence intensity, coupled assay, primary screen (AID 1209); 190,000 tested, 0.42% active; inhibition, % at 20 µM; hits with a dose series show IC50 in µM; purified PMI enzyme, coupled fluorescence intensity; higher % means a stronger effect;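 also: plate controls were DMSO vehicle for no effect and wells lacking substrate for full effect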
West Nile antiviral = inhibition of WNV-induced cytopathic effect – cell-based, CPE readout (AID 1621) | West Nile virus-infected cells, CPE inhibition; higher % means a stronger effect | CPE inhibition, % at 10 µM; hits with a dose series show IC50 in µM | 290,000 tested, 0.02% active; in the data active = a potency from the dose series; inconclusive = CPE inhibition mostly from about 3.7% at the one dose, without a potency; inactive = the rest, 99 in 100 with CPE inhibition below about 2.2%; also: strong numbers were not always called active
T cell HTS = T cell immune modulators affecting CD8 T cell-vesicle binding | 2C CD8+ T cell-vesicle binding, flow cytometry; hits give low values | calls only at 7 µM | 330,000 tested, 0.068% active;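 active = response, share of CD8 T cells binding vesicles, and their 90th percentile fluorescence all below set limits, cut at about 80% in these data, passing the limit was not always enough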
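Assay system: 2C TCR transgenic mouse naive CD8+ T cells, MACS-purified | Read-out: CD8+ gate FL2 mean fluorescence as % of same-row positive control | Signal: High-throughput flow cytometry with anti-B7-1 and anti-CD8 staining | Timing: Binding step 1.5 h, 37 °C, antibody labelling 20 min, ice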
RSV antiviral HEp-2 = RSV antiviral activity via CPE protection, HEp-2 cells, primary 10 µM value included (AID 2391); HEp-2 cells, RSV-induced CPE inhibition; higher % means a stronger effect; CPE inhibition, % at 10 µM, or IC50 in µM where a hit was titrated; 310,000 tested, 0.13% active; in the data active = a potency from the dose series; inconclusive = CPE inhibition mostly from about 23% at the one dose, without a potency; inactive = the rest, 99 in 100 with CPE inhibition below about 21%; also: strong numbers were not always called active
T cell HTS vesicle-bound % = further read-out of T cell HTS, marked with its call; double positive events, %; measured here: CD8+ vesicle-bound cell fraction;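 binding gate set so that unloaded-vesicle control wells show 10% double positive cells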
Numbers without * were called inactive; i = inactive; ? = inconclusive; / = no result given; & = joins results of further samples; [ ] = another dose, or the depositor's remark. Rule as the data show it, unless noted: active = inhibition above about 50%; inactive = the rest.

SMILES	UTI89 phage lysis	P. falciparum M17LAP	TNAP activators	PMI inhibition	M1AAP inhibition	PMI inhibitors	West Nile antiviral	T cell HTS	T cell HTS vesicle-bound %	RSV antiviral HEp-2
Cc1ccc(O)c([C@H](CCN(C(C)C)C(C)C)c2ccccc2)c1	-0.6%&2.2%	/	/	/	/	/	-0.2%&-0.1%	i	28&6	-0.6%&-1.0%
COc1ccc(N(CC(=O)NCc2ccco2)S(=O)(=O)c2c(C)nn(C)c2C)cc1	-0.6%	1%	1.1	10%	3%	9%	0.1%	i	28	0.1%
NS(=O)(=O)c1ccc(CCNC(=O)C(=O)NCC2OCCN2S(=O)(=O)c2cc(F)ccc2F)cc1 (stereo not drawn)	9.1%	/	/	/	/	/	1.6%	i	28	3.3%
COCC(=O)Nc1nnc(Cc2ccc(OC)cc2)s1	-2.0%	-14%	1.1	1%	2%	4%	0.2%	i	36	0.2%
c1cncc(CNc2ncnc3sc4c(c23)CCCC4)c1	2.0%	57%	1.1	-5%	-2%	-1%	-1.3%	i	26	13%
O=C(CN1C(=O)c2cccc3cccc1c23)N1CCN(c2ccc(F)cc2)CC1	4.3%	-12%	1	-4%	-3%	-6%	-0.1%	i	46	2.2%
CN(CCCNC(=O)C1CCN(S(=O)(=O)N2CCC3(CC2)OCCO3)CC1)Cc1ccccc1	0.2%	-1%	1	-1%	0%	2%	-0.7%	i	36	-1.2%
C=C(C)C1CCC(C)=C1CC(C)(C)/C=N\n1cnnc1 (stereo not drawn)	0.9%	2%	1	-6%	-8%	2%	-1.1%	i	44	7.2%
O=C(CN1CCOCCOCCOCCOCC1)Nc1ccccc1	0.2%	17%	1.1	-1%	9%	0%	-0.3%	i	5	-0.9%
Cc1ccc(C)c(OCC(=O)Nc2ccc(S(=O)(=O)Nc3onc(C)c3C)cc2)c1	-0.2%	/	/	/	/	/	0.0%	i	33	1.9%
CCc1ccc[n+](-c2nc3ccccc3nc2C(=C=[N-])C#N)c1	-0.2%	38%	/	/	9%	/	0.1%	i	12	6.0%
CCOC(=O)CC(=O)CSc1nc(-c2ccc3c(c2)OCO3)cc(C(F)(F)F)c1C#N	9.7%	0%	1.1	-6%	8%	-4%	-0.8%	i	14	0.2%
CCOC(=O)c1nn(-c2ccc(C)cc2)c(C)c1C(C)=O	0.3%	-14%	1	10%	4%	11%	-2.1%	i	36	1.4%
Cc1ccc(-c2nnn(CC(=O)N(Cc3ccco3)C(C(=O)NC(C)(C)C)c3ccc(C)o3)n2)o1 (stereo not drawn)	3.0%	2%	1.1	15%	5%	16%	-1.7%	i	42	37%
CC(=O)c1ccc2c(c1)CC(C)C(=O)N2C (stereo not drawn)	0.5%[50 µM]	-10%	1.1	5%	3%	2%	-0.1%	i	6	13%
CC(NC(=O)C1CCC(CNS(=O)(=O)c2ccccc2)CC1)c1ccc2c(c1)OCCO2 (stereo not drawn)	/	7%	1.2	-1%	7%	0%	-0.7%	i	36	0.8%
CSc1nncc(-c2ccc(F)c(F)c2)n1	0.3%	-9%	1	-8%	-8%	-5%	0.3%	i	11	4.5%
O=C(Cc1cccs1)NCc1ccccc1F	5.2%	25%	1.1	11%	5%	13%	-0.7%	i	50	1.1%
COc1ccc(OC)c2c(C)cc(N3CCN(C(=O)c4ccc(Cl)cc4)CC3)nc12	0.8%	-3%	1.1	22%	4%	28%	0.7%	i	21	16%
COc1ccc(C(=O)NC(=S)N2CCNC(=O)C2)cc1Br	0.0%	8%	1.1	-10%	5%	-5%	0.3%	i	29	1.4%
CCCNS(=O)(=O)c1ccc(OCC(=O)Nc2ccc3c(c2)OCO3)cc1	0.3%	3%	1.1	6%	-3%	0%	0.2%	i	59	-0.1%
CC(C)CNS(=O)(=O)c1ccc(CCC(=O)NCCC2=CCCCC2)cc1	-0.1%	9%	1.1	4%	7%	2%	-0.7%	i	20	0.0%
CC1(C(=O)NC(=S)NNC(=O)c2ccncc2)CCCCC1	-3.2%	20%	2.2	-21%	-15%	-9%	-1.7%	i	19	0.9%
Cc1cccc(CS(=O)(=O)Cc2ccc(C(=O)NC3CCCC3)o2)c1	0.3%	/	/	/	/	/	-0.6%	i	17	1.2%
c1ccc(-c2nc(N3CCOCC3)cc(N3CCOCC3)n2)cc1	0.1%	1%	1.1	-1%	3%	5%	0.1%	i	28	1.8%

Fetched by compound from the list above (7):
SMILES	UTI89 phage lysis	P. falciparum M17LAP	TNAP activators	PMI inhibition	M1AAP inhibition	PMI inhibitors	West Nile antiviral	T cell HTS	T cell HTS vesicle-bound %	RSV antiviral HEp-2
C=C(C)C1CCC(C)=C1CC(C)(C)/C=N\n1cnnc1 (stereo not drawn)	0.9%	2%	1	-6%	-8%	2%	-1.1%	i	44	7.2%
CC(C)CNS(=O)(=O)c1ccc(CCC(=O)NCCC2=CCCCC2)cc1	-0.1%	9%	1.1	4%	7%	2%	-0.7%	i	20	0.0%
CCc1ccc[n+](-c2nc3ccccc3nc2C(=C=[N-])C#N)c1	-0.2%	38%	/	/	9%	/	0.1%	i	12	6.0%
CCCNS(=O)(=O)c1ccc(OCC(=O)Nc2ccc3c(c2)OCO3)cc1	0.3%	3%	1.1	6%	-3%	0%	0.2%	i	59	-0.1%
CC(=O)c1ccc2c(c1)CC(C)C(=O)N2C (stereo not drawn)	0.5%[50 µM]	-10%	1.1	5%	3%	2%	-0.1%	i	6	13%
Cc1ccc(O)c([C@H](CCN(C(C)C)C(C)C)c2ccccc2)c1	-0.6%&2.2%	/	/	/	/	/	-0.2%&-0.1%	i	28&6	-0.6%&-1.0%
Cc1cccc(CS(=O)(=O)Cc2ccc(C(=O)NC3CCCC3)o2)c1	0.3%	/	/	/	/	/	-0.6%	i	17	1.2%

Next records
SMILES	UTI89 phage lysis	P. falciparum M17LAP	TNAP activators	PMI inhibition	M1AAP inhibition	PMI inhibitors	West Nile antiviral	T cell HTS	T cell HTS vesicle-bound %	RSV antiviral HEp-2
Cc1cccc(CSc2nn3c(=O)c(C)nnc3s2)c1	0.3%	11%	1.1	-2%	7%	6%	0.3%	i	52	0.9%
CCC(CC)C1C(C#N)=C(N)Oc2cc(C)oc(=O)c21 (stereo not drawn)	0.1%	14%	1.2	0%	10%	1%	0.4%	i	12	0.7%
Cc1ccc(CNC(=O)Cc2cccs2)cc1	0.4%	14%	1	-12%	0%	-3%	-0.1%	i	36	3.3%
CCOC(=O)N1CCN(C(=O)/C=C/c2ccc(OC)c(OC)c2)CC1	-1.0%	/	/	/	/	/	0.5%	i	62	1.1%
Cc1ccc(-c2[nH]nc3c2C(c2ccoc2)C(C#N)=C(N)O3)cc1C (stereo not drawn)	1.9%[50 µM]	3.6µM*	1.1	23%	-5%	25%	0.0%	i	21	-2.0%
Cc1cccc(NC(=O)c2cccnc2)c1C	-0.2%	/	/	/	/	/	-0.4%	i	67	0.3%
CCn1nnc(NC(=O)C(c2ccccc2)c2ccccc2)n1	0.0%	/	1.1	4%	/	2%	-1.3%	i	34	1.3%
COc1ccc(/C=C/c2cccc[n+]2C)c(O)c1	-0.1%	/	/	/	/	/	0.1%	i	57	4.9%
CCCC(=O)Nc1nn(C)c2nc3ccc(C)cc3cc12	1.4%[50 µM]	/	/	/	/	/	-1.0%	i	13	1.8%
COC(=O)c1c(NC(=O)C2Cc3ccccc3C(=O)O2)sc2c1CCCC2 (stereo not drawn)	0.1%	-2%	1.1	-2%	6%	4%	-0.7%	i	58	1.4%
CCCCn1c(=O)[nH]c(=O)c2c1nc(-c1ccc3ccccc3c1)n2CC	-0.4%	2%	1.1	8%	5%	6%	-0.7%	i	12	1.3%
O=C(Nc1cccc(Cl)c1)N1N=CCC1c1ccccc1 (stereo not drawn)	/	10%	/	/	8%	/	0.0%	i	57	/
CCC(CC)C(=O)Nc1nnc(S(=O)(=O)N2c3ccccc3CC2C)s1 (stereo not drawn)	-2.2%	/	/	/	/	/	-1.1%	i	44	4.5%
CN(Cc1ccccc1)C(=O)CSc1nc2ccccc2c(=O)n1Cc1ccco1	4.9%	8%	1.1	26%	18%	25%	?	i	39	?
COc1ccccc1/C=C/CN1CCOCC1	6.3%	1%	1.1	16%	-4%	15%	0.1%	i	46	0.7%
COc1ccc(S(=O)(=O)N2CCCC2C(=O)Nc2ccc(C)cc2)cc1 (stereo not drawn)	-0.5%	3%	1.1	3%	-1%	8%	-1.2%	i	44	0.3%
COc1ccc(CCC2CCNCC2)cc1	0.1%	/	/	/	/	/	-0.3%	i	59	-3.7%
O=S1(=O)C[C@@H](O)[C@@H](Nc2ccc(Cl)cc2)C1	0.4%	2%	1	-7%	-4%	1%	-0.3%	i	38	0.6%
N#CCCN1CCN(C2=NC(=O)C(=C3CCCCC3)S2)CC1	0.7%	3%	1.1	3%	-2%	3%	-0.3%	i	32	0.3%
CN(C)S(=O)(=O)c1cccc(C(=O)Nc2ccc(N3CCOCC3)cc2)c1	0.2%	7%	/	/	8%	/	-0.2%	i	51	1.1%
O=[N+]([O-])c1ccc(/C=N/N/C(=N/c2ccccn2)c2ccccn2)cc1	1.8%	14%	0.9	-5%	10%	-6%	0.2%	i	47	0.0%
O=C(C1CCN(S(=O)(=O)c2ccc(Br)s2)CC1)N1CCCCC1	0.2%	/	/	/	/	/	-0.2%	i	34	7.8%
CCOc1ccccc1-n1cnc2cc(C(=O)NCc3ccco3)ccc21	1.1%	-1%	1.1	-5%	6%	2%	0.2%	i	53	6.5%
COc1ccc(C(=O)NC(=S)NNC(=O)Cc2cccs2)cc1	-0.9%	41%	1	-5%	-7%	3%	0.1%	i	59	3.2%
COc1ccccc1-c1nnc(NC(C)=O)s1	0.5%	-6%	1.1	-11%	15%	-8%	0.0%	i	44	1.5%
COc1ccc(OC)c(C(=O)c2ccc(C(=O)Nc3ccc(NC(C)=O)cc3)cc2)c1	0.4%	/	/	/	/	/	2.1%	i	66	0.9%
COc1cc2sc3ccc(C#CC4(O)CCCCC4)cc3c(=O)c2cc1OC	4.0%	/	/	/	/	/	-0.3%	i	16	4.1%
O=C(Cc1ccc([N+](=O)[O-])cc1)NCc1cccnc1	0.0%	/	/	/	/	/	0.0%	i	51	1.0%
O=C(N/N=C/c1c[nH]c2ccccc12)c1ccc(Cl)cc1	0.2%	/	/	/	/	/	-0.4%	i	65	4.4%
